Screening results from PubChem BioAssay.
SUMO HTRF inh: SUMOylation inhibition | P63279 | HTRF SUMOylation assay, SAE1/SAE2 + UBC9, in vitro | inhibition, % at 35 µM | 290,000 compounds, 0.36% hits | AID 2006; in the data active = inhibition above about 50%, passing the limit was not always enough; note: strong numbers were not always called active
Target sequence (P63279 whole entry, looked up): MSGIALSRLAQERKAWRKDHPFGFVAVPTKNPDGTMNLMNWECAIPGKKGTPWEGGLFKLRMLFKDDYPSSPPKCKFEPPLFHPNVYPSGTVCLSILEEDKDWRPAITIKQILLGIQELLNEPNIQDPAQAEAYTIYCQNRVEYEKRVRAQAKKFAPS
MEKK2 WT-MEK5: raises or lowers MEK5 binding to wildtype human MEKK2 PB1 domain. Q9Y2U5. bead flow cytometry, Alexa488-MEK5 binding to MEKK2 WT; actives lie on both sides. binding response (% of control), % at 10 µM. 290,000 compounds, 1.1% hits; in the data active = binding response below about 67% or above about 130%
NS3 helicase inh: inhibitors of Hepatitis C virus NS3 helicase; NS3 helicase DNA unwinding, Cy5 molecular beacon fluorescence; inhibition, % at 10.9 µM; 290,000 compounds, 0.56% hits; AID 1800;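 active = inhibition above the mean of all tested compounds plus 3 SD, set per campaign, cut at about 35% in these data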;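 note: 0% = DMSO wells and 100% = thioflavine S control wells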
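assay system = NS3 helicase fragment of HCV | buffer or medium = MOPS pH 6.5, MgCl2, DTT, Tween20, BSA | timing = 60 min unwinding reaction at 25 °C after ATP addition | signal = Cy5 beacon fluorescence read at start and 1 h | read-out basis = % inhibition of unwinding | control set = low DMSO, high thioflavine S at 110 µM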
NALP1 yeast inh: NALP1 inhibition; inhibition, % at 10 µM; AID 2071; S. cerevisiae NALP1/ASC/caspase-1 growth, X-gal OD620, 72 h; 280,000 compounds, 0.61% hits; in the data active = inhibition mostly above about 24%, no sharp cut-off; inactive = mostly below about 32%; note: some compounds called inactive have numbers as strong as hits
VIM-2 inh: inhibitors of Pseudomonas aeruginosa VIM-2 metallo-beta-lactamase | purified VIM-2, nitrocefin hydrolysis, epi-absorbance fluorescence | inhibition, % at 5.6 µM | 290,000 compounds, 0.89% hits | AID 1527;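 active = inhibition above the mean of all tested compounds plus 3 SD, cutoff set per screening run, cut at about 7.5% in these data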;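 note: red hydrolysis product quenches plate fluorescence so inhibitors raise well fluorescence; 0% = enzyme with DMSO and 100% = DMSO without enzyme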
MEKK2mut PB1 HTS: signal of MEK5 binding to mutant human MEKK2 PB1 domain; percent response, % at 10 µM; 290,000 compounds, 0.35% hits; bead flow cytometry, Alexa488-MEK5 binding to MEKK2 mutant; in the data active = percent response above about 24%, passing the limit was not always enough; note: inactives centre near 1; some results filed as inactive read as strong as hits
IMP-1 inhibitor: inhibitors of Pseudomonas aeruginosa IMP-1 metallo-beta-lactamase | purified IMP-1, nitrocefin hydrolysis, epi-absorbance fluorescence | inhibition, % at 5.6 µM | 290,000 compounds, 0.45% hits | AID 1556;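 active = inhibition above the mean plus 3 SD of all compounds in the same screening run, cut at about 4.5% in these data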;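 note: 0% = IMP-1 with DMSO and 100% = DMSO wells lacking enzyme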
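Material – recombinant IMP-1 enzyme, purified · Amount – IMP-1 0.2 nM before substrate addition · Medium – HEPES buffer pH 7.1 with ZnSO4 and Brij 35 · Timing – 25 °C, 15 min preincubation, 25 min reaction · Measured by – plate fluorescence quenching by hydrolysis product, ex 480/em 530 nm · Read-out – percent enzyme inhibition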
M18AAP inhibitor: PfM18AAP enzyme inhibition; recombinant PfM18AAP, H-Glu-NHMec fluorogenic cleavage; 290,000 compounds, 1.2% hits; inhibition, % at 7.35 µM;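 active = inhibition above the campaign mean inhibition over all tested compounds plus 3 SD, cut at about 28% in these data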;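 note: 0% = plate median of test compound wells and 100% = 2 mM ZnCl2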
DNA FID counter: displaces DNA intercalator in HCV helicase counter-screen. inhibition, % at 7.9 µM. 290,000 compounds, 0.17% hits. DNA fluorescent intercalator displacement, fluorescence; in the data active = inhibition above about 37%;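 note: 0% = vehicle and 100% = reference compound; higher means more ethidium bromide displaced from hairpin DNA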
Starred values were filed as active, the others as inactive; / = no result given.

SMILES	SUMO HTRF inh	MEKK2 WT-MEK5	NS3 helicase inh	NALP1 yeast inh	VIM-2 inh	MEKK2mut PB1 HTS	IMP-1 inhibitor	M18AAP inhibitor	DNA FID counter
COC(=O)c1c(NC(C)=O)csc1C	16	95	3	-14	-0.4	-19	-0.9	-8	-2
CCOc1ccccc1C(=O)N[C@H](C(=O)Nc1nc2c(s1)CCCC2)C(C)C	-22	101	-5	28	-3.2	1	-4.9	4	-17
Cc1ccc(C(=O)NCCOC23CC4CC(CC(C4)C2)C3)cc1	23	98	10	19	-3.6	1	-3.8	12	-27
COc1ccc(CN2CCN(C(=O)Cn3nc(C)n4cccc4c3=O)CC2)c(OC)c1OC	16	103	6	-5	-3.0	3	-1.3	0	-16
Cc1ccccc1S(=O)c1ccccc1C(=O)O (stereo not drawn)	15	98	-3	-10	-0.8	4	-0.5	1	6
O=C(COc1ccc(C(=O)c2ccccc2)cc1)Nc1cccnc1	4	101	-3	21	-1.8	1	-2.6	2	-20
Cc1ccccc1OCc1nnc(SCc2nc3ccccc3c(=O)[nH]2)n1C	4	100	11	7	-0.7	-2	-1.8	-4	-3
O=C1c2ccccc2C(=O)N1CC1c2ccccc2CCN1C(=O)CN1CCOCC1 (stereo not drawn)	13	107	3	19	-1.6	5	-3.1	-12	-15
CCC(=O)Nc1cc(C(=O)OCc2ccc(C(=O)Oc3ccccc3)cc2)ccc1C	-2	94	5	10	-1.6	-1	-1.9	4	3
Cc1cc(C)nc(SCC(=O)O)n1	22	96	-6	1	0.8	-7	-0.1	5	1
CCC(=O)c1cn(CC(=O)Nc2cccc(C)c2C)c2ccccc12	19	107	1	15	-1.0	6	-4.8	2	-21
COc1ccc(NS(=O)(=O)c2ccc(C(=O)OC(C)C(=O)N3CCOCC3)cc2)cc1 (stereo not drawn)	1	98	-9	2	-0.8	3	-2.4	1	-26
Cc1ccc(Cn2nnc3c(=O)[nH]c(C4CCN(S(=O)(=O)c5ccc(C)cc5)CC4)nc32)cc1	-18	94	-1	-5	-0.7	-3	1.2	-2	-25
CCCCc1ccc(NC(=S)N2CCN(C(=O)OCC)CC2)cc1	-6	111	-6	-11	-2.1	6	-3.4	0	-26
OCCC1CN(CCCc2ccccc2)CCN1Cc1ccccc1 (stereo not drawn)	12	100	-7	4	-0.1	1	-3.7	-10	4
O=C(NCCOc1ccccc1)C1CCC(=O)N(Cc2ccc(Cl)cc2)C1 (stereo not drawn)	7	107	-3	1	-1.7	8	-3.5	-5	-31
O=C(NC(=S)Nc1ccccc1N1CCCC1)c1ccc(F)cc1	25	104	-4	3	7.5	0	-4.5	-2	-11
O=C(CN(C(=O)CSc1nc2ccccc2o1)c1cccc(F)c1)NC1CCCCC1	9	101	5	3	-4.3	-1	-1.5	-6	-1
CCOC(=O)C1CCCN(CCC(=O)Nc2cccc(F)c2)C1 (stereo not drawn)	2	104	0	-13	-1.9	2	-0.5	7	6
CCC1Oc2ccccc2N(Cc2ccccc2C)C1=O (stereo not drawn)	8	95	-3	-20	-2.6	2	-0.5	-2	-16
COc1cc2cc3c(N)c(C(=O)Nc4sc(C)c(C)c4C#N)sc3nc2cc1OC	36	91	37*	-9	-1.2	-6	2.3	16	-3
O=C(NCc1ccc(C(F)(F)F)cc1)C12CN(Cc3ccccc3)CC1C(c1cccc([N+](=O)[O-])c1)=NO2 (stereo not drawn)	-23	107	-6	34	0.7	5	-0.7	-12	-1
COc1ccc(C(=O)Nc2ccccc2SCc2cc(=O)n3nc(C)sc3n2)cc1OC	13	105	-10	6	-0.8	3	-3.0	0	-34
Cc1[nH]c(C)c(C(=O)O)c1CNC1CCCCC1C (stereo not drawn)	15	101	1	2	-0.8	1	-1.4	0	-5
COc1ccc(NC(=S)Nc2cccc(C(F)(F)F)c2)c(C)c1	-6	97	3	-2	-0.2	0	-0.1	-4	1
Cc1ccc(-c2nc3ccccc3[nH]2)s1	8	102	3	18	-0.9	2	-3.0	2	-4
O=C(NC(Cc1c[nH]c2ccccc12)c1nnc2n1CCCCC2)c1ccccc1 (stereo not drawn)	-6	104	0	-2	-2.7	3	-1.4	3	-19
COC(=O)C1=C(N)OC2=C(C(=O)CC(C)(C)C2)C1c1cccs1 (stereo not drawn)	27	99	7	10	-3.9	1	-1.7	-1	-1
Cc1cc(C)cc(COn2ccnc2)c1	4	103	-3	14	-2.8	0	-2.5	-6	-8
C/C(=N\NC(=O)c1ccccc1O)c1c(O)cc(C)oc1=O	25	97	0	3	-2.0	1	-1.3	9	2
COc1ccc(S(=O)(=O)CCC(=O)N2CCN(c3ccc([N+](=O)[O-])cc3)CC2)cc1	1	100	-2	-2	-0.7	2	-3.4	5	-29
O=C(NC(=S)N1CCCc2ccccc21)c1ccc([N+](=O)[O-])cc1	-2	/	-16	19	0.1	/	0.8	-13	15
O=C(NNc1nc2ccc(Cl)cc2s1)c1cc(-c2cccs2)nc2ccccc12	26	92	-4	37	-1.6	-5	-5.0	10	-9
O=C(CSc1nc2ccccc2n1S(=O)(=O)c1ccccc1)N1CCCCC1	13	99	-3	12	-0.9	1	-1.6	0	1
Cc1cccc(NS(=O)(=O)c2ccc(Oc3ccccc3)cc2)n1	5	98	0	/	0.1	-9	-0.6	-10	-17
CC1(C)Cc2c(sc3c2c(=N)n(Cc2ccco2)c(=O)n3Cc2ccccc2)CO1	-2	102	-17	21	1.2	18	-6.5	-6	-14
CCSc1nnc(SCC(=O)NNC(=O)c2ccccc2F)s1	12	105	2	2	-0.7	3	-3.4	4	-5
COc1cc(CNc2nc3ccccc3n2C)cc(OC)c1OC	3	98	1	10	0.2	-2	-3.9	1	4
C/C(=C\COc1cc(=O)[nH]c2ccccc12)CCC(O)C(C)(C)O (stereo not drawn)	-4	100	-5	5	-1.6	3	-2.4	4	-17
CC(=O)c1ccccc1NC(=O)COC(=O)CCCN1C(=O)c2cccc3cccc(c23)C1=O	3	99	1	36	-7.7	-1	-2.2	-10	-3

Record cards, from the list above:
Profile of `COc1cc2cc3c(N)c(C(=O)Nc4sc(C)c(C)c4C#N)sc3nc2cc1OC` = SUMO HTRF inh = 36; MEKK2 WT-MEK5 = 91; NS3 helicase inh = 37*; NALP1 yeast inh = -9; VIM-2 inh = -1.2; MEKK2mut PB1 HTS = -6; IMP-1 inhibitor = 2.3; M18AAP inhibitor = 16; DNA FID counter = -3
Profile of `Cc1ccccc1OCc1nnc(SCc2nc3ccccc3c(=O)[nH]2)n1C` = SUMO HTRF inh = 4; MEKK2 WT-MEK5 = 100; NS3 helicase inh = 11; NALP1 yeast inh = 7; VIM-2 inh = -0.7; MEKK2mut PB1 HTS = -2; IMP-1 inhibitor = -1.8; M18AAP inhibitor = -4; DNA FID counter = -3
Profile of `O=C(CN(C(=O)CSc1nc2ccccc2o1)c1cccc(F)c1)NC1CCCCC1` = SUMO HTRF inh = 9; MEKK2 WT-MEK5 = 101; NS3 helicase inh = 5; NALP1 yeast inh = 3; VIM-2 inh = -4.3; MEKK2mut PB1 HTS = -1; IMP-1 inhibitor = -1.5; M18AAP inhibitor = -6; DNA FID counter = -1

(list continues)
SMILES	SUMO HTRF inh	MEKK2 WT-MEK5	NS3 helicase inh	NALP1 yeast inh	VIM-2 inh	MEKK2mut PB1 HTS	IMP-1 inhibitor	M18AAP inhibitor	DNA FID counter
Cc1cc(-c2cc(C(=O)NC3CCCC3)on2)nc(NCC2CC2)n1	-11	91	/	15	/	4	/	/	/
Cc1nn(C2CCS(=O)(=O)C2)c(Cl)c1/C=C/C(=O)OCC(=O)Nc1ccccc1[N+](=O)[O-] (stereo not drawn)	15	101	5	14	-0.8	-4	-3.0	-4	-1
COc1cccc(OC)c1C(=O)N1CCN(C(=O)c2ccc(-c3ccccc3)cc2)CC1	-1	97	7	1	-3.8	1	-6.1	-2	-60
CC(NC(=O)c1ccc(CS(C)(=O)=O)cc1)c1ccc(-c2ccccc2)cc1 (stereo not drawn)	8	105	-2	-7	-0.7	6	-2.6	-3	-19
O=S(=O)(NC1CCCCCCC1)c1cccs1	-7	103	2	13	-2.8	3	-0.4	0	-11
Cc1ccc(S(=O)(=O)N2CCCCC2)cc1NC(=O)COC(=O)C1=COCCO1	-10	97	1	11	-1.1	-6	-0.7	-8	-12
O=C1CN=C(Nc2ccccc2)N1Cc1cccs1	2	94	-3	-5	-1.0	1	-0.5	-4	-1
NC(=O)C1CCN(C(=O)c2ccccc2SCC(=O)NCC2CCCCC2)CC1	-4	105	-8	2	-0.6	3	-2.5	-2	-14
Cc1cc(=O)[nH]c2ccccc12	4	116	3	4	0.0	8	-1.8	2	0
CCOc1c(Cl)cc(CNCc2ccncc2)cc1OC	16	101	-6	10	-3.9	-3	-2.9	-5	1
NC(=O)c1cccc(CS(=O)(=O)c2ccc(Cl)cc2)c1	1	101	4	4	-3.7	6	-3.1	-4	-5
Cc1cc(OCC(=O)Nc2cnn(CCCC(=O)O)c2)ccc1Cl	7	92	4	2	-2.8	-1	-2.4	11	-22
O=[N+]([O-])c1ccccc1/C=N/n1c(C2CCCCC2)n[nH]c1=S	0	110	6	3	-1.5	16	-4.7	9	-8
CS(=O)(=O)N(CC(=O)N1CCOCC1)c1ccccc1Br	6	110	3	15	-1.9	6	-4.0	2	-1
Cc1ccc2cc(C)c3nnc(SCC(=O)Nc4nc5c(s4)CCCC5)n3c2c1C	-22	106	-5	-5	-1.6	9	-1.6	-12	-34
O=C1/C(=C/c2cccc(Br)c2)SC(=S)N1CCC(=O)N(CCO)c1ccccc1	14	97	1	14	-0.3	1	-1.8	-14	-21
Cc1cc(-c2nnc(SCC(=O)Nc3ccccc3)n2C)no1	6	102	-1	-6	-3.1	2	-2.2	2	-6
O=C(Nc1ccc(Cl)cc1)Nc1ccc(N2CCCC2)c(S(=O)(=O)Nc2ccccc2Cl)c1	1	127	0	26	-1.1	3	-2.0	-2	4
CC(C)N(C(=S)NCc1ccccc1)C(C)C	15	94	-14	10	1.4	-2	-1.5	2	-2
Cc1ccc(N2CC(O)=C(c3ccccc3)C2=N)cc1	-10	88	6	5	-0.5	-4	0.0	3	-8
CC(C)Cc1nc(SCC(=O)Nc2nnc(CC(C)C)s2)n[nH]1	34	92	6	/	-3.2	-17	-4.5	-3	-15
Cc1ccsc1C(C(=O)NC(C)(C)C)N(Cc1ccco1)C(=O)c1csnn1 (stereo not drawn)	-1	100	-11	8	-3.1	0	-2.6	6	-22
Cc1nnc(SCC(=O)Nn2cnnc2)s1	-6	103	-25	-5	-3.6	6	-3.3	42*	4
O=C(Nc1ccc(-c2cn3ccsc3n2)cc1)C1CC1	-18	88	-7	2	-2.1	-4	-3.4	-3	-1
Nc1ccc(C(=O)c2cccs2)cn1	7	100	9	15	-2.7	1	-0.9	2	-3
COc1cc(O)cc2cc3c(c(O)c12)C(=O)CC(C)(O)O3 (stereo not drawn)	44	108	/	-4	/	5	/	/	/
COc1ccc(N2CCN(C(=O)c3ccc(S(=O)(=O)N4CCCC4)cc3)CC2)cc1	-12	98	-25	-1	-2.5	-3	-3.1	-1	-32
O=c1[nH][nH]cc1C=Nc1ccc(Cl)cc1	16	106	6	-1	-2.1	-1	-3.0	7	5
CCC(=O)Nc1nnc(CSCc2ccc(F)cc2)s1	8	102	3	6	-2.6	12	-1.6	5	-4
